CHRM1 PAM: human M1 muscarinic receptor positive allosteric modulators, primary screen, CHO-K1 cells, Fluo-8 calcium fluorescence, 1536-well; activation, % at 3 µM; Muscarinic acetylcholine receptor M1 (Homo sapiens), P11229; AID 588819, 2011; CHO-K1 hM1, ACh EC20; 0% = ACh EC20, 100% = maximal ACh; 0.088% of 360,000 active; in the data active = activation above about 19%, passing the limit was not always enough
CHRM5 antagonist: human M5 muscarinic receptor antagonists, primary screen, CHO cells, Fluo-8 calcium fluorescence; Muscarinic acetylcholine receptor M5 (Homo sapiens), P08912; CHO-hM5 cells, ACh EC80; inhibition, % at 3 µM; 0.59% of 360,000 active;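 active = inhibition above a per-plate cutoff, the mean of that plate's test compounds plus 3 SD, cut at about 27% in these data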;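 note: 0% = acetylcholine EC80 with DMSO and 100% = DMSO without agonist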
Target sequence (P08912 whole entry, looked up): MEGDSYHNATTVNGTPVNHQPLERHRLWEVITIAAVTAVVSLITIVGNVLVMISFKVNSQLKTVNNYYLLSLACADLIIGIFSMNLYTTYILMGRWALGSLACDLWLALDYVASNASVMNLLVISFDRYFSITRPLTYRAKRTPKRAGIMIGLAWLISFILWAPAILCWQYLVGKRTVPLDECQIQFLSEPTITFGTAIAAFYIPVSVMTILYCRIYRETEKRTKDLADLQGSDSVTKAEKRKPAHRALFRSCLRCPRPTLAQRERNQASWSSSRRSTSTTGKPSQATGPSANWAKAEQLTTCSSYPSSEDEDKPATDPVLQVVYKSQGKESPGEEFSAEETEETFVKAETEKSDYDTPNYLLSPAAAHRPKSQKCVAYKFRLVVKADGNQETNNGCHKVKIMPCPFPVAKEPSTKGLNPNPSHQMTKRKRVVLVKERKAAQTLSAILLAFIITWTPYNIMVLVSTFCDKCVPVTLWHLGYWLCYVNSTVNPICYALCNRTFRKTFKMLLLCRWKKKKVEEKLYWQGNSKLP
M4 antag: human M4 muscarinic receptor antagonists, primary screen, CHO cells, Fluo-8 calcium fluorescence | Muscarinic acetylcholine receptor M4 (Homo sapiens), P08173 | CHO-hM4 cells, ACh EC80 | inhibition, % at 3 µM | 0.73% of 360,000 active;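 active = inhibition above its plate's cutoff, the mean inhibition of sample wells plus 3 SD, cut at about 27% in these data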;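 note: 0% = acetylcholine EC80 with DMSO and 100% = DMSO without agonist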
Target sequence (P08173 whole entry, looked up): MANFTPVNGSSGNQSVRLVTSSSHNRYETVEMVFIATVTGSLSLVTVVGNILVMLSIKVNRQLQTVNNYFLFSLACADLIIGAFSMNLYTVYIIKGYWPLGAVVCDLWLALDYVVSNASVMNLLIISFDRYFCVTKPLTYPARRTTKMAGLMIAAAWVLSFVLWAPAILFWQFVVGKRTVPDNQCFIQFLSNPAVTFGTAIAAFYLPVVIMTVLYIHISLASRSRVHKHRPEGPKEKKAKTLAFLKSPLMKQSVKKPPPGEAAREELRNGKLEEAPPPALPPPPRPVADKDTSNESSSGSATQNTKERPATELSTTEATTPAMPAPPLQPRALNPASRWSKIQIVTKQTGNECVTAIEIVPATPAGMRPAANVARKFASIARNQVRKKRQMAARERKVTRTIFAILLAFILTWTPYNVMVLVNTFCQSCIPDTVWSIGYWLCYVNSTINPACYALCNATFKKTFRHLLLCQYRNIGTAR
CHRM1 antagonist: human M1 muscarinic receptor antagonists, primary screen, CHO-K1 cells, Fluo-8 calcium fluorescence, 1536-well; Muscarinic acetylcholine receptor M1 (Homo sapiens), P11229; inhibition, % at 3 µM; CHO-K1 hM1, ACh EC80 antagonist; 1.3% of 360,000 active;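 active = percent inhibition above its own plate's cutoff, namely the mean of that plate's compound wells plus 3 SD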;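 note: peak over basal fluorescence ratio during 140 s after agonist addition; 0% = ACh EC80 plus DMSO and 100% = DMSO alone without agonist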
M4 ag: human M4 muscarinic receptor agonists, primary screen, CHO-K1 cells, Fluo-8 calcium fluorescence | Muscarinic acetylcholine receptor M4 (Homo sapiens), P08173 | AID 624127, 2012 | activation, % at 3 µM | CHO-K1 hM4/Gqi5; vehicle 0%, full acetylcholine response 100% | 0.14% of 360,000 active;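 active = activation above the run mean over all test wells plus 3 SD, cut at about 32% in these data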;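 note: peak over basal fluorescence ratio per well then scaled between controls; 0% = DMSO wells and 100% = acetylcholine at EC100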
M5 ag: human M5 muscarinic receptor agonists, primary screen, CHO-K1 cells, Fluo-8 calcium fluorescence; Muscarinic acetylcholine receptor M5 (Homo sapiens), P08912; CHO-K1 hM5 cells; 0% DMSO wells, 100% maximal acetylcholine response; activation, % at 3 µM; 0.19% of 360,000 active;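 active = activation above the run's mean over test compounds plus 3 SD, cut at about 23% in these data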;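 note: signal is peak over basal fluorescence ratio across the kinetic read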
M5 PAM: human M5 muscarinic receptor positive allosteric modulators, primary screen, CHO-K1 cells, Fluo-8 calcium fluorescence; CHO-K1 hM5, ACh EC20 PAM; 0% = ACh EC20, 100% = ACh EC100; activation, % at 3 µM; 0.3% of 360,000 active; AID 624038, 2012;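 active = activation above the run cutoff, the mean activation of all test compounds plus 3 SD, cut at about 18% in these data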
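system = human M5 receptor in CHO-K1 cells | compound = one concentration, 3 µM final (nominal) | schedule = Post-acetylcholine fluorescence recording 140 s | signal = Fluo-8 calcium dye fluorescence, kinetic read | benchmarks = low control EC20 acetylcholine (0%), high control EC100 acetylcholine (100%) | repeats = singlicate, one well per test compound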
CRFBP-R2 agonist: agonists of CRF-BP/CRF-R2 complex, primary screen, cell-based, HEK293, calcium dye fluorescence, uHTS | CRF-binding protein / CRF receptor 2 complex (human) | 0.46% of 350,000 active | activation, % at 13.2 µM | calcium dye fluorescence (FLIPR); percent of saturating CRF peptide response;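 active = activation of at least 50%, plus an integration ratio under a set limit after plate pattern correction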;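 note: plate controls were neutral control wells without compound for no effect and CRF at EC100 for full effect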
M4 PAM: human M4 muscarinic receptor positive allosteric modulators, primary screen, CHO-K1 cells, Fluo-8 calcium fluorescence; Muscarinic acetylcholine receptor M4 (Homo sapiens), P08173; CHO-K1 hM4/Gqi5, ACh EC20; 0% = ACh EC20, 100% = maximal ACh; activation, % at 3 µM; 0.4% of 360,000 active; AID 624126, 2012;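 active = activation above its plate's cutoff, the mean activation of sample wells plus 3 SD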; note: some results filed as inactive read as strong as hits
The depositor's hits bear a star; / = not tested or not shown. This is a random part of the collection; 2.8% or so of the library scored in one or more.

SMILES | CHRM1 PAM | CHRM5 antagonist | M4 antag | CHRM1 antagonist | M4 ag | M5 ag | M5 PAM | CRFBP-R2 agonist | M4 PAM
CCc1ccc(-n2c(Cn3nc(C(F)(F)F)cc3C)n[nH]c2=S)cc1 | 3 | 0 | 8 | 5 | 0 | -1 | -6 | -1.1 | -2
N#CCC(=O)NC1CCC(CC2CCC(NC(=O)CC#N)CC2)CC1 (stereo not given) | 13 | 3 | -4 | -9 | 1 | -4 | 0 | -0.3 | 5
O=C(Nc1ccc(Cl)cc1)c1cc(Br)ccc1OCC(=O)N1CCOCC1 | 14 | 0 | 2 | -15 | 1 | -3 | 0 | 4.2 | 12
COc1nc(OC)nc(N2CCCCCC2)n1 | -13 | -6 | 2 | 24 | 0 | 4 | -7 | -0.9 | -8
COc1ccc(CN2CC(C(=O)NCCc3ccc(Cl)cc3)CC2=O)cc1 (stereo not given) | 12 | -9 | -4 | -13 | 2 | -2 | 5 | 9.4 | -1
O=c1c(-c2ccc3c(c2)OCCO3)coc2c(CN3CCOCC3)c(O)ccc12 | 3 | -4 | 17 | -5 | 3 | -2 | 3 | 0.8 | -6
Nn1c(SCC(=O)Nc2ccc3c(c2)OCO3)nnc1-c1ccccc1 | -3 | -6 | 0 | 10 | -1 | -1 | 2 | -1.2 | -1
CCCc1c(C(=O)N/N=C(\C)c2cc(C)sc2C)nnn1-c1nonc1N | 7 | 10 | -2 | -6 | 0 | 0 | -8 | -0.4 | 0
Cc1cc(Br)cn2c(Cc3ccccc3)c(-c3ccccc3)nc12 | -2 | -5 | -5 | -6 | -2 | 0 | -5 | / | -5
N#Cc1c(N)[nH]c(C(=O)c2ccccc2)c1-c1ccccc1Br | / | 15 | -10 | / | 7 | -3 | -10 | / | -1
CCOC(=O)C1(C)CCCN(C(=O)c2cccc(C(F)(F)F)c2)C1 (stereo not given) | -6 | 14 | -7 | 12 | 1 | 0 | -4 | / | 3
Cc1noc(C)c1COC(=O)c1ccc2c(c1)OCCO2 | 6 | 6 | -3 | -24 | 2 | 0 | 1 | 2.5 | -4
C=CCN1C(=O)c2ccc(C(=O)OCC(=O)Nc3ccc(S(N)(=O)=O)cc3)cc2C1=O | 5 | 1 | 6 | -12 | 0 | 7 | -1 | -2.2 | 3
Cc1ccc(C(=O)N2CCCC(Nc3ccc(F)c(F)c3)C2)cn1 (stereo not given) | 9 | 2 | -9 | -7 | 2 | -3 | 2 | 1.6 | 4
COc1cccc(C2c3[nH]c4ccccc4c3CCN2CCCn2cccn2)c1 (stereo not given) | -4 | 0 | -5 | -6 | 3 | -7 | -8 | 0.2 | -11
CCn1c(SCC(=O)Nc2ccc(C)cc2)nnc1-c1ccccn1 | 10 | 4 | -8 | -14 | 1 | 2 | 2 | 0.4 | -5
Cc1cc(Br)cc(Br)c1OCC(=O)NNC(=O)Nc1ccccc1 | 8 | -12 | -16 | -13 | 1 | -1 | 17 | 1.9 | 6
Cc1onc(NC(=O)c2ccc(Cl)cc2Cl)c1Br | 7 | 9 | 2 | -9 | 0 | -2 | 1 | 0.1 | 2
COc1ccc(CC(=O)N2CCN=C2SC)cc1 | 10 | -6 | -5 | -16 | 1 | 3 | -1 | -1.7 | 11
O=C(Nc1ccccc1)N1CCCc2ccccc21 | 8 | 2 | 5 | -3 | 1 | 0 | 0 | -1.8 | 2
O=C1CC(NS(=O)(=O)c2ccc([N+](=O)[O-])cc2)CN1c1ccc2c(c1)OCCO2 (stereo not given) | 2 | 0 | -8 | 6 | 7 | 5 | -4 | 0.0 | 1
CCOc1ccc2nc(SCC)[nH]c2c1 | 7 | -3 | 1 | -8 | 0 | -2 | 1 | -0.1 | 1
Oc1ccc(/C(Cc2ccc3ccccc3n2)=N\Nc2ccccc2)c(O)c1 | -1 | 8 | 3 | 3 | 0 | 1 | 0 | -0.2 | -4
COc1cc2[nH]c(=O)n(CCCC(=O)N3CC=C(c4ccccc4)CC3)c(=O)c2cc1OC | -8 | 10 | 2 | 32* | 2 | -3 | 8 | -3.5 | -5
CCN(CC)S(=O)(=O)c1ccc2oc(Nc3ccc4c(c3)OCCO4)nc2c1 | -2 | 1 | -13 | -2 | 1 | -3 | 3 | -0.2 | -3

3 of the entries above in order of their number in M4 ag, smallest number first:
SMILES | CHRM1 PAM | CHRM5 antagonist | M4 antag | CHRM1 antagonist | M4 ag | M5 ag | M5 PAM | CRFBP-R2 agonist | M4 PAM
CCN(CC)S(=O)(=O)c1ccc2oc(Nc3ccc4c(c3)OCCO4)nc2c1 | -2 | 1 | -13 | -2 | 1 | -3 | 3 | -0.2 | -3
O=c1c(-c2ccc3c(c2)OCCO3)coc2c(CN3CCOCC3)c(O)ccc12 | 3 | -4 | 17 | -5 | 3 | -2 | 3 | 0.8 | -6
N#Cc1c(N)[nH]c(C(=O)c2ccccc2)c1-c1ccccc1Br | / | 15 | -10 | / | 7 | -3 | -10 | / | -1

Carrying on:
SMILES | CHRM1 PAM | CHRM5 antagonist | M4 antag | CHRM1 antagonist | M4 ag | M5 ag | M5 PAM | CRFBP-R2 agonist | M4 PAM
O=C(Nc1ccccc1Br)c1c(F)cccc1Cl | 8 | 3 | -10 | 0 | 0 | 2 | -1 | 1.9 | 5
Cc1ccc(NC(=O)CCOc2ccccc2)c(C)c1 | 5 | 10 | 0 | -7 | 0 | -2 | 0 | -1.1 | 2
O=C(c1cccs1)N1CCc2ccccc2C1 | 8 | -9 | -12 | -2 | 1 | -8 | 1 | 0.6 | 3
COc1ccc(CSCC(=O)Nc2ccccc2)cc1[N+](=O)[O-] | 3 | 3 | -16 | -2 | 2 | -4 | -4 | -2.1 | 6
Cc1cccc(-n2cnc3c(c2=O)c2nc4ccccc4nc2n3Cc2ccco2)c1 | 4 | -4 | -9 | -22 | 1 | -4 | -6 | 0.3 | 3
COc1cc(/C=N\NC(=O)c2ccc(-c3ccccc3)cc2)ccc1OCC(N)=O | 9 | -4 | -16 | -13 | 3 | -4 | -2 | -0.1 | -3
CCN(CC)C(=O)Sc1cccc2cccnc12 | 8 | 0 | 12 | -26 | 0 | 2 | -4 | -0.6 | -7
COc1ccccc1NC(=O)C1=C(C)Nc2nc(-c3ccccc3)nn2C1c1ccccn1 (stereo not given) | 7 | -4 | 4 | -3 | 5 | 1 | -4 | -0.6 | 14
COc1cc(/C=N/NC(=O)c2ccccc2O)ccc1OCC(=O)Nc1ccccc1 | -2 | 9 | -3 | -4 | 6 | 1 | -10 | -0.6 | -4
Cc1c(C#N)c(=O)oc2ccc3ccccc3c12 | 5 | -2 | 0 | -7 | 1 | -1 | -2 | -1.6 | 5
COc1ccc(OC)c(/C=N/NC(=O)Cc2nc3ccccc3[nH]2)c1 | 8 | 0 | -3 | -12 | 0 | 1 | 0 | -1.0 | 3
CN(C(=O)c1c[nH]c(=O)cc1C(F)(F)F)c1ccc(Cl)cc1 | 13 | 0 | -10 | -10 | 1 | 2 | -4 | -0.1 | -20
CC(C)Cc1cc(C(=O)NCCN2CCOCC2)no1 | 2 | 0 | 4 | -6 | 1 | 3 | -5 | 0.2 | 2
CCOCCCNC(=O)C(Cc1ccccc1)NS(=O)(=O)c1cccc2nsnc12 (stereo not given) | 9 | 4 | 2 | -1 | 1 | 0 | 7 | -2.1 | -4
O=C(Nc1nc(-c2ccc([N+](=O)[O-])cc2)cs1)C1=COCCO1 | 3 | 7 | 0 | -9 | 2 | 0 | -4 | -0.8 | 6
Cc1c(C(=O)NCc2ccc(Cl)c(Cl)c2)sc(=O)n1Cc1ccc(S(=O)(=O)N(C)C)cc1 | -10 | 24 | 14 | 13 | 13 | 5 | -24 | / | -10
O=C1Cc2cc(S(=O)(=O)NCc3ccc(F)cc3)ccc2N1 | -4 | 3 | -5 | -6 | 2 | 2 | 3 | -3.3 | 10
CC(C)CNS(=O)(=O)c1ccc(S(=O)(=O)N2CCN(C3CCCC3)CC2)cc1 | -4 | 6 | 0 | 7 | 2 | -3 | -4 | 0.6 | 7
Cc1ccc(OCC(=O)N2CCCCCCC2)cc1 | 14 | 0 | 3 | -13 | -1 | -3 | 1 | 1.4 | -4
CN(C)S(=O)(=O)c1ccc(NC(=O)CNc2cc(S(=O)(=O)N3CCCC3)ccc2OCC(F)(F)F)cc1 | 3 | 0 | 13 | -6 | 0 | -2 | 4 | 0.1 | -2
COc1cccc(C(=O)c2cc3cc(Cl)ccc3[nH]2)c1 | 3 | 2 | 0 | -17 | 0 | -2 | -2 | 1.5 | -4
Cc1sc2ncnc(N3CCC(C(=O)NNC(=O)COc4ccccc4F)CC3)c2c1C | -12 | 13 | -2 | 12 | 20 | 11 | -31 | 0.6 | -10
Cc1ccc(C(c2c(O)nc3n(c2=O)CCS3)c2c(O)nc3n(c2=O)CCS3)cc1 | 6 | -7 | 9 | -3 | 1 | 2 | 13 | 0.7 | 12
O=C(COC(=O)C1CCN(S(=O)(=O)c2cccc3cccnc23)CC1)c1ccc([N+](=O)[O-])cc1 | -3 | 11 | 0 | 13 | 8 | 2 | -9 | 0.4 | -4
O=S(=O)(N/N=C\c1ccc2c(c1)OCO2)c1ccc(F)cc1 | 0 | 0 | -5 | -6 | 1 | -2 | 1 | -2.0 | 4
The listing continues.
SMILES | CHRM1 PAM | CHRM5 antagonist | M4 antag | CHRM1 antagonist | M4 ag | M5 ag | M5 PAM | CRFBP-R2 agonist | M4 PAM
CNC(=O)C1=C(C)n2c(nc3ccccc32)NC1c1ccc(OC)cc1 (stereo not given) | 9 | -9 | -7 | -10 | 1 | 1 | -1 | -1.9 | 8
Brc1ccc(N/N=C(/N=Nc2nn[nH]n2)c2ccccc2)cc1 | 10 | 7 | 1 | -11 | -1 | -1 | 5 | -1.6 | -5
COc1ccc(N2C(=S)NC3CS(=O)(=O)CC32)cc1 (stereo not given) | 0 | 17 | 28* | 0 | 0 | -3 | -8 | -1.2 | -26
COc1ccc(-c2nc(-c3ccc4c(c3)OCO4)[nH]c2-c2ccc(OC)cc2)cc1 | 1 | 6 | 10 | 4 | 1 | -2 | -8 | -1.3 | -24
O=C1CN(c2ccccc2Cl)C(=O)CN1c1ccccc1Cl | 12 | 6 | 10 | -12 | 0 | -3 | -2 | 0.5 | -4
CCSc1ccccc1C(=O)NC1CCCCC1 | 8 | 5 | -19 | -11 | 0 | -5 | 3 | -2.6 | 6
Cc1csc(NC(=O)CCNS(=O)(=O)c2ccc3c(c2)c(=O)n(C)c(=O)n3C)n1 | 2 | 2 | -3 | -11 | 1 | -6 | 0 | -0.4 | -3
CC(C)(C)c1ccc(-c2csc(NNC3=NCCCCC3)n2)cc1 | -1 | 2 | 5 | 7 | 0 | -4 | 4 | -2.4 | 1
COc1ccc(N/C=C\C(=O)c2ccc(Br)cc2)cc1OC | -2 | 10 | -9 | -1 | 1 | -3 | -6 | 7.8 | 0

High-throughput results as filed in PubChem.
